Cneo AK release: Cryptococcus neoformans cell lysis inducers, primary screen, AK release luminescence, single concentration. lysis activity, % at 15 µM. C. neoformans lysis, adenylate kinase release luminescence, 4 h; normalised: neutral wells 0, clomiphene wells 100. AID 651654, 2012. 0.2% of 360,000 active;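 active = mean lysis activity across replicates of at least 80%, whatever share of replicates individually reach that level; inactive = mean lysis activity below 80%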
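Material – log-phase Cryptococcus neoformans yeast cells · Input – 5 × 10^6 yeast cells/mL · Medium – fresh YPD growth medium · Doses – single compound concentration per well · Timing – static 4 h at 37 °C with compound, 1 h detection · Detection – adenylate kinase release luminescence · Read-out – signal increase indicating cell lysis · Control set – Clomiphene as positive lysis control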
esBAF inh: Bmi1 luciferase reporter increase in mESCs, primary screen, esBAF inhibitor project, mouse ES cells, Bmi1 luciferase knock-in, single point. 24 h; 100% = twice the neutral-well signal. reporter increase, % at 12.5 µM. 2% of 350,000 active. AID 602393, 2012; in the data active = activation above about 40%;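 note: 0% = median of the plate's neutral control wells and 100% = double that signal; a rise in the Bmi1 reporter signal indicates esBAF inhibition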
miR-122 sensor: miR-122 Renilla sensor signal increase in Huh7, primary screen, miR-122 inhibitor project, cell-based, single point, plate reader; 0.3% of 340,000 active; activation (reporter increase), % at 12.5 µM; Huh7 miR-122 Renilla luciferase sensor, 48 h; neutral wells = 0, positive control = 100; AID 602342, 2012;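 active = mean replicate activation score at least 90 and every replicate individually at or above 90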;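 note: higher luciferase means less miR-122 activity so hits act as miR-122 inhibitors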
ARNT-TACC3 inh: disruptors of ARNT/TACC3 protein interaction, primary screen, biochemical, AlphaScreen, single concentration; AlphaScreen His-ARNT PAS-B/GST-TACC3 binding, luminescence; TACC3 fragment carries E629A point mutation; inhibition, % at 9.99 µM; 0.66% of 390,000 active;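 active = mean inhibition of replicates at least 50% and at least half of replicates each reaching 50%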;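 note: 0% = complete ARNT plus TACC3 wells and 100% = ARNT alone without TACC3; many hits fall short of the cut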
ERp5 inh: inhibitors of ERp5-driven insulin aggregation, primary screen, biochemical, turbidity, absorbance 650 nm, single point; 0.05% of 350,000 active; AID 651711, 2012; 90 min; inhibition, % at 9.99 µM;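 active = mean replicate inhibition above about 25%, with every replicate also reaching it, limit read from the data, passing the limit was not always enough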
Target sequence (Q15084 whole entry, looked up): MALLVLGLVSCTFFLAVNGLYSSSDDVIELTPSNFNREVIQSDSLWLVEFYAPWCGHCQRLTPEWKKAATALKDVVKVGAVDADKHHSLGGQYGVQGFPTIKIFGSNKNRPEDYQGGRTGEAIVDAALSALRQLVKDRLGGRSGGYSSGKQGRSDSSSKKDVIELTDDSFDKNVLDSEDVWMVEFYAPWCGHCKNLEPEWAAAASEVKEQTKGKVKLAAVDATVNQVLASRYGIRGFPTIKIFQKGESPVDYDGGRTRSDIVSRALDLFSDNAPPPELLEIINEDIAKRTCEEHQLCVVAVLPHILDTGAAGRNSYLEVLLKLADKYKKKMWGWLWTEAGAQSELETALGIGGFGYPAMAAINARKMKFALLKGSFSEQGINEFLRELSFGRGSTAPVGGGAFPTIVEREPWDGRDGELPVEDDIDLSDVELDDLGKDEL
SIRT5 inh: SIRT5 desuccinylase inhibitors, primary screen, biochemical, fluorescence imaging, single point, set 5; 1.1% of 330,000 active; NAD-dependent protein deacylase sirtuin-5, mitochondrial (Homo sapiens), Q9NXA8; inhibition, % at 15 µM; AID 652115, 2013; Purified SirT5, succinyl-peptide AMC, trypsin-coupled fluorescence; in the data active = inhibition above about 15%
Target sequence (Q9NXA8 whole entry, looked up): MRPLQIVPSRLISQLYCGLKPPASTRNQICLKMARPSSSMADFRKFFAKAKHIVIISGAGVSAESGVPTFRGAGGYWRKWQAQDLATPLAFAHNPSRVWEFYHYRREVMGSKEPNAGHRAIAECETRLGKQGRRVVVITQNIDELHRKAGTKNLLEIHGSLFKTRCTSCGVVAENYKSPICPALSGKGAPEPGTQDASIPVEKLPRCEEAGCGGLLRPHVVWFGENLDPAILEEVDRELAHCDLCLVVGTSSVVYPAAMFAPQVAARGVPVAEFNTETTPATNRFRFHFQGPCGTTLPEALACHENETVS
C2C12 statin: suppressors of statin myotoxicity in C2C12 myotubes, primary screen, cell-based, single point, plate reader; C2C12 myotubes + simvastatin, ATP luminescence, 48 h; scaled: DMSO 0, geranylgeraniol control 100; AID 602340, 2012; rescue of ATP level, % at 7.49 µM; 0.78% of 330,000 active;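 active = mean ATP rescue above about 67%, or every replicate alone reaching that limit, limit read from the data, passing the limit was not always enough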;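 note: myotubes were challenged with 10 µM simvastatin during compound exposure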
* = called active by the depositor; nt = not tested or not shown; [ ] = remark or other dose. Hits appear at their usual frequency (roughly 4% active in at least one column).

SMILES | Cneo AK release | esBAF inh | miR-122 sensor | ARNT-TACC3 inh | ERp5 inh | SIRT5 inh | C2C12 statin
O=C(NC1CCC1)[C@@H]1[C@@H](CO)[C@@H]2Cn3c(ccc(-c4cccc(F)c4)c3=O)[C@H]1N2Cc1cocn1 | -4 | -4 | nt | 19 | -5 | -11 | -75
CCOC(=O)c1c(NC(=O)c2ccccc2C)sc2c1CC(C)(C)OC2 | 0 | -7 | -1 | -9 | nt | nt | 6
Cc1ccc(NS(=O)(=O)c2cccc(C(=O)N3CCOCC3)c2)cc1 | 2 | 1 | 1 | 2 | nt | nt | 10
CO[C@H]1CN(C)C(=O)c2ccc(NC(=O)c3nc4ccccc4s3)cc2OC[C@@H](C)N(Cc2ccncc2)C[C@@H]1C | -2 | 13 | nt | 1 | 3 | 3 | -36
CNC(=O)C[C@H]1CC[C@H]2[C@@H](COc3ccc(NC(=O)NC(C)C)cc3C(=O)N2C)O1 | 0 | 2 | -13[16.7 µM] | -14 | nt | nt | -1
O=C(C[C@H]1C[C@@H]2c3cc(NC(=O)C4CCC4)ccc3O[C@@H]2[C@H](CO)O1)NCc1ccncc1 | -2 | 2 | -1[16.7 µM] | -7 | 4 | -4 | 1
COc1cccc(NC(=O)N[C@H]2CC[C@@H](CC(=O)Nc3ccc(-c4ccccc4)cc3)O[C@@H]2CO)c1 | 0 | 18 | -10[16.7 µM] | 31 | -2 | 5 | -14
Cc1[nH]c2ccccc2c1CC(=O)O | -1 | -6 | nt | -3 | nt | nt | 2
CC(C)NC(=O)N[C@@H]1C=C[C@@H](CC(=O)N2CCCCC2)O[C@@H]1CO | 1 | -5 | 2[16.7 µM] | 15 | -1 | 0 | -9
CN(C1CC(C)(C)N(O)C(C)(C)C1)S(=O)(=O)CC12CCC(CC1=O)C2(C)C (configuration not stated) | 0 | -2 | -7 | -10 | 3 | -2 | -18
NC(=O)c1ccsc1NC(=O)COC(=O)CCOc1ccccc1 | 0 | nt | 0 | -7 | -1 | 0 | nt
CCOC(=O)C1C(=O)NC(N2CCOCC2)=NC1C(C)C (configuration not stated) | 11 | 6 | -10 | -16 | nt | nt | 7
CN1C(=O)c2cc(NC(=O)Nc3ccccc3Cl)ccc2OC[C@@H]2O[C@@H](CC(=O)NCCCN3CCOCC3)CC[C@@H]21 | -2 | 5 | nt | -3 | 3 | -3 | 8
CC=Cc1ccc2n(c1=O)C[C@H]1[C@H](CO)[C@@H](C(=O)N[C@H](C)c3ccccc3)[C@@H]2N1CC1CC1 (mixture of isomers) | 1 | 4 | -2[16.7 µM] | -4 | 2 | 0 | 21
O=C(CN1C(=O)c2ccccc2C1=O)N1CCN(C(=O)c2ccco2)CC1 | 3 | -8 | -1 | 3 | nt | nt | -11
CCc1ccc(NC(=O)C(=S)NC2CCCCC2)cc1 | 0 | 30 | -7 | 0 | 3 | -5 | 11
CCCNC(=O)N(C)C[C@@H]1Oc2ncc(-c3ccccc3F)cc2C(=O)N([C@@H](C)CO)C[C@@H]1C | nt | 0 | 11[16.7 µM] | nt | nt | nt | -24
O=C(Nc1cccnc1Cl)c1noc2c1CCc1ccccc1-2 | nt | nt | nt | 0 | 2 | 0 | nt
COc1ccc(C2(C(=O)NCCCN(C)C)CCOCC2)cc1 | 1 | -12 | -6 | 3 | -2 | 0 | nt
COc1cc(C(=O)NCCNC(=O)c2ccco2)cc(OC)c1OC | 2 | 2 | 13 | 4 | -10 | 2 | 18
C/C(=N\NC(=O)Nc1ccccc1)c1ccccc1 | -2 | 24 | 2 | -1 | 8 | 2 | 9
CC(Sc1ccc(S(=O)(=O)N2CCN(C)CC2)cn1)C(=O)Nc1cccc(Cl)c1Cl (configuration not stated) | 2 | -1 | -2 | 11 | -5 | 2 | -3
C[C@@H]1CN([C@@H](C)CO)C(=O)c2cc(NS(=O)(=O)c3ccccc3)ccc2O[C@H]1CN(C)S(=O)(=O)c1cccs1 | 16 | 1 | 4[16.7 µM] | 2 | -9 | 2 | 58
CC(C)c1ccc2nc(SCC(=O)NCC3CCCO3)c(C#N)cc2c1 (configuration not stated) | 1 | 11 | 4 | -2 | 3 | nt | -34
O=C(Nc1ccc(N2CCOCC2)c(Cl)c1)c1ccc(-n2cnnc2)cc1 | 0 | -6 | nt | nt | 6 | 1 | -12

Reprinted from the part before: 5 entries, then new ones.
SMILES | Cneo AK release | esBAF inh | miR-122 sensor | ARNT-TACC3 inh | ERp5 inh | SIRT5 inh | C2C12 statin
C/C(=N\NC(=O)Nc1ccccc1)c1ccccc1 | -2 | 24 | 2 | -1 | 8 | 2 | 9
CC(Sc1ccc(S(=O)(=O)N2CCN(C)CC2)cn1)C(=O)Nc1cccc(Cl)c1Cl (configuration not stated) | 2 | -1 | -2 | 11 | -5 | 2 | -3
C[C@@H]1CN([C@@H](C)CO)C(=O)c2cc(NS(=O)(=O)c3ccccc3)ccc2O[C@H]1CN(C)S(=O)(=O)c1cccs1 | 16 | 1 | 4[16.7 µM] | 2 | -9 | 2 | 58
CC(C)c1ccc2nc(SCC(=O)NCC3CCCO3)c(C#N)cc2c1 (configuration not stated) | 1 | 11 | 4 | -2 | 3 | nt | -34
O=C(Nc1ccc(N2CCOCC2)c(Cl)c1)c1ccc(-n2cnnc2)cc1 | 0 | -6 | nt | nt | 6 | 1 | -12
COc1ccc(OC)c(NC(=O)C2=C(C)Nc3ncnn3C2c2cccs2)c1 (configuration not stated) | -2 | 8 | -1 | -5 | nt | nt | 18
CCOC(=O)c1cncc(O)c1 | nt | nt | nt | -3 | 3 | -8 | nt
Cc1ccc(-c2nc(CS(=O)CC(=O)NCc3ccco3)c(C)o2)cc1 (configuration not stated) | -1 | 7 | 2 | -2 | 4 | -6 | 1
O=C(OCC(=O)N1CCN(c2ccccc2)CC1)c1cc(F)c(F)cc1Cl | 4 | 1 | -6 | nt | -7 | -11 | -2
COc1ccc(CCNC(=O)CN2C(=O)c3ccccc3S2(=O)=O)cc1 | 1 | -3 | -5 | -5 | nt | nt | -5
FC(F)(F)c1cccc(Cn2cnc(NC(=S)NCCc3ccccc3)n2)c1 | nt | nt | nt | -4 | -2 | -2 | nt
CC(C)CC(=O)Nc1nnc(S(=O)(=O)Nc2ccccc2)s1 | 1 | 3 | 3 | -3 | 1 | 6 | 10
COc1ccc(S(=O)(=O)N2CCCCCC2)cc1C(=O)OCC(=O)NCC(C)C | -1 | -4 | -4 | -24 | nt | nt | -11
O=C(O)C[C@H]1C[C@@H]2c3cc(NC(=O)Nc4ccc(C(F)(F)F)cc4)ccc3O[C@@H]2[C@@H](CO)O1 | -5 | 2 | 2[16.7 µM] | 4 | -8 | -3 | 2
O=C(C1CCC1)N1C[C@@H]2[C@H](c3ccccc31)[C@H](CO)N2Cc1ccccc1 | -1 | -2 | 2[16.7 µM] | -3 | -5 | 0 | 6
CC12CC3(C)CC(C)(C1)CC(C(=O)NCc1ccccn1)(C2)C3 | 0 | 2 | -6 | 15 | -5 | -7 | 13
COC(=O)c1[nH]c2cccc(OC)c2c1NC(=O)CN1CCOCC1 | 1 | 2 | -3 | -1 | nt | nt | 3
COCCNC(=O)C(=O)N/N=C/c1ccccc1C(F)(F)F | 4 | nt | 4 | 9 | nt | nt | nt
CS(=O)(=O)n1nc(-c2ccc(Cl)cc2)nc1N | nt | nt | nt | -31 | -2 | -1 | nt
COc1ccc(S(=O)(=O)N/N=C(/C)c2ccc(Cl)cc2)cc1 | 0 | -7 | nt | -1 | -1 | -1 | -1
CCCc1cnc(N2CCN(S(C)(=O)=O)CC2)nc1 | nt | nt | nt | -6 | 2 | -3 | nt
C[C@@H]1CCCCO[C@H](CN(C)S(=O)(=O)c2ccc(Cl)cc2)[C@@H](C)CN([C@H](C)CO)C(=O)c2cc(NC(=O)C3CCCCC3)ccc2O1 | 1 | -1 | -6[16.7 µM] | -10 | -3 | 0 | nt
CCCCC(CC)CN1C(=O)/C(=C/c2ccncc2)SC1=S (configuration not stated) | 1 | -3 | -2 | -3 | nt | nt | 28
CCOC(=O)CSc1nc2ccccc2c(=O)n1-c1ccc(C(=O)NCCOC)cc1 | 2 | -6 | 6 | -10 | nt | nt | 4
CC(C)NC(=O)NCC[C@H]1CC[C@@H](NS(=O)(=O)c2ccc(Oc3ccccc3)cc2)[C@@H](CO)O1 | 1 | 17 | nt | 2 | 5 | -3 | 34
CCCCOc1ccc(C(=O)NCC(=O)NCCOc2ccccc2)cc1 | nt | 10 | -4 | -4 | -4 | -7 | 7
CN(C)P(=NC(=O)COc1ccc(Cl)cc1Cl)(N(C)C)N(C)C | nt | nt | -1 | 10 | 0 | -1 | nt
CN(C)S(=O)(=O)c1ccc(-c2ccccc2)cc1 | -1 | 20 | nt | 0 | nt | nt | -3
Cc1ccccc1Nc1nc(Cl)nc(NC(C)(C)C)n1 | 1 | 5 | -4 | nt | 4 | -2 | -9
Cc1nc(-c2ccc(Cl)cc2)sc1C(=O)NNC(=O)C(C)C | 2 | 7 | -5 | nt | 5 | -5 | 5
Going on with the list:
SMILES | Cneo AK release | esBAF inh | miR-122 sensor | ARNT-TACC3 inh | ERp5 inh | SIRT5 inh | C2C12 statin
COC(=O)c1ccc(NC(=O)C2CCCN2S(=O)(=O)c2ccc(C)cc2)cc1 (configuration not stated) | -3 | 2 | 3 | nt | 2 | nt | -8
Cc1ccccc1OCC(=O)NC(=S)Nc1cccc2cc(O)ccc12 | 26 | -3 | 2 | 2 | 3 | 5 | -21
Cn1cnc2nc3n(c2c1=O)CCC3 | 5 | 0 | -2 | -3 | nt | nt | -7
CC(=O)Nc1ccc(NC(=O)COC(=O)c2ccc([N+](=O)[O-])o2)cc1 | 2 | -7 | -10 | 13 | -9 | -1 | 1
O=C(NCC[C@@H]1CC[C@H](NS(=O)(=O)c2cccc(F)c2)[C@@H](CO)O1)Nc1cc(F)ccc1F | 1 | -2 | nt | -20 | -4 | 2 | 0
C[C@@H]1CCCCO[C@H](CN(C)C(=O)CCC(F)(F)F)[C@H](C)CN([C@@H](C)CO)C(=O)c2cc(NS(=O)(=O)c3ccc(F)cc3)ccc2O1 | 4 | 5 | -9[16.7 µM] | 13 | 3 | 5 | nt
COc1cc2nc(N3CCN(C(=O)[C@@H]4CCCO4)CC3)nc(N)c2cc1OC | 1 | -7 | -5 | 0 | 3 | -22 | 0
CCOC(=O)/C=C/[C@H]1CC(c2ccccc2)(c2ccccc2)CO1 | -1 | -7 | -3 | 0 | 1 | nt | 18
O=C(CCn1c(=S)[nH]c2ccccc2c1=O)NCCc1ccc(Cl)cc1 | nt | nt | nt | -3 | -4 | 10 | nt
CCCCS(=O)(=O)Nc1ccc(C(=O)NCC2CCCO2)cc1 (configuration not stated) | 1 | -4 | -3 | -2 | nt | nt | -20
O=C(c1ccco1)N1CCN(c2ncnc3scc(-c4ccccc4)c23)CC1 | 1 | nt | 6 | 0 | nt | nt | nt
Cc1noc(C)c1NC(=O)NCC[C@@H]1CC[C@@H](NC(=O)Nc2cccc(Cl)c2)[C@H](CO)O1 | 0 | 3 | nt | -1 | 9 | -1 | -2
COC(=O)c1[nH]c2cccc(C)c2c1NC(=O)CN1CCCc2ccccc21 | -4 | 11 | 4 | 20 | nt | nt | 11
Cc1noc(C)c1NC(=O)Nc1cccc2c1O[C@@H](CN(C)C(=O)Nc1ccc(C(F)(F)F)cc1)[C@H](C)CN([C@H](C)CO)C2=O | 4 | -1 | 5[16.7 µM] | 1 | -2 | -2 | 1
O=C(N=Nc1c(O)n(Cc2ccccc2)c2ccccc12)c1ccncc1 | -1 | 17 | 2 | -2 | 7 | -1 | 9
Cn1c(-c2ccc(F)cc2)cnc1NCc1cc2c(cc1[N+](=O)[O-])OCO2 | 4 | nt | 1 | 7 | nt | nt | nt
